MPTP inh: permeability transition pore inhibition; inhibition, % at 10 µM; isolated mouse mitochondria, Ca2+ swelling absorbance, 30 min; 360,000 tested, 1.4% active; AID 602449;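 active = inhibition of 50% or more, scaled per plate between neutral and stimulator controls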;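 also: 0% = DMSO wells given calcium and 100% = 1 mM EGTA wells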
SENP7 block: blocks the human protease SENP7 | Q9BQF6 | recombinant SENP7, Z-RLRGG-aminoluciferin luminescence, 40 min | inhibition, % at 5 µM | 330,000 tested, 1.5% active | AID 434973;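 active = inhibition above about 50% at the single test dose, limit read from the data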;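 also: plate controls were DMSO with enzyme for no effect and no enzyme buffer wells for full effect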
HKDC1 inh: blocks human hexokinase HKDC1 activity. recombinant HKDC1, G6PDH/diaphorase resazurin coupled fluorescence. inhibition, % at 20 µM. 340,000 tested, 0.16% active. AID 493160;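 active = inhibition above about 35% when tested at 20 µM, limit read from the data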;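 also: plate controls were DMSO wells with enzyme for no effect and DMSO wells lacking enzyme for full effect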
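Test system: Recombinant HKDC1 (HK5) hexokinase enzyme, produced in-house | Input: HKDC1 at 5 µg/mL | Buffer or medium: Tris pH 8.0 buffer with MgCl2, Tween-20, BSA, BME | Schedule: 90 min reaction incubation at room temperature, dark | Technique: Resazurin-to-resorufin fluorescence via G6PDH and diaphorase coupling, 525/613 nm | Controls: DMSO wells with and without enzyme mix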
SENP6 block: inhibitors of human SENP6 protease | Recombinant SENP6 catalytic domain, aminoluciferin luminescence | 330,000 tested, 1.8% active | inhibition, % at 10 µM | Q9GZR1 | AID 2599;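 active = inhibition above about 50% at the single tested dose, limit read from the data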;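 also: plate controls were DMSO wells with enzyme for no effect and DMSO wells lacking enzyme for full effect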
Target sequence (Q9GZR1 628-1112 limits assumed): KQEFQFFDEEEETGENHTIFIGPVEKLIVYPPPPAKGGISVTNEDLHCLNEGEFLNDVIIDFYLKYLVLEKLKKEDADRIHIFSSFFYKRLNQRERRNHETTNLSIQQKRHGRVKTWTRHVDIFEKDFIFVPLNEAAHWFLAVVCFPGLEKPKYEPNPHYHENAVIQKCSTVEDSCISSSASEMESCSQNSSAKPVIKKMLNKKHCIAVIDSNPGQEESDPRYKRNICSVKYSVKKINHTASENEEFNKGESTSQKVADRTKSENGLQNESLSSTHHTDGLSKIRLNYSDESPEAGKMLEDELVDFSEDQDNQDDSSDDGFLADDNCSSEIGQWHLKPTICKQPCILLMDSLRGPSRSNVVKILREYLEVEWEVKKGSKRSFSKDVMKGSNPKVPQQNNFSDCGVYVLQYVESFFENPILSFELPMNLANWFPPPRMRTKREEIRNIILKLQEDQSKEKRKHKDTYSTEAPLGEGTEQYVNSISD
PfGluPho inh: PfG6PD (Plasmodium falciparum) enzyme inhibition; PfGluPho enzyme, NADPH resazurin-diaphorase fluorescence; inhibition, % at 20 µM; 350,000 tested, 0.78% active; AID 504690;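 active = inhibition reaching at least a set limit at 20 µM in the primary screen, cut at about 59% in these data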;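 also: 0% = DMSO wells with substrate and 100% = DMSO wells lacking glucose-6-phosphate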
SENP8 block: blocks human SENP8 cleavage of Nedd8 substrate. Q96LD8. inhibition, % at 20 µM. recombinant SENP8, Nedd8 substrate fluorescence. AID 602440. 360,000 tested, 0.64% active; in the data active = inhibition mostly above about 40%, no sharp cut-off; inactive = mostly below about 27%
Target sequence (Q96LD8 whole entry, looked up): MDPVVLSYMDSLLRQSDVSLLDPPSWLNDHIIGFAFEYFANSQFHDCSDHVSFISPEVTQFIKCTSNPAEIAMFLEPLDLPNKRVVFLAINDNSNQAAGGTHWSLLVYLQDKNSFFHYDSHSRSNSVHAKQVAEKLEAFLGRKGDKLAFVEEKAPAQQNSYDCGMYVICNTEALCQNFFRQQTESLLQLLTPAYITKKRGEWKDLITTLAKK
ATG4B inhibitor: inhibitors of human ATG4B cysteine protease; 340,000 tested, 0.51% active; Q9Y4P1; AID 504462; ATG4B cleavage of LC3-PLA2, NBD-HPC fluorescence, 1 h; inhibition, % at 8.33 µM; in the data active = inhibition above about 40%
Target sequence (Q9Y4P1 whole entry, looked up): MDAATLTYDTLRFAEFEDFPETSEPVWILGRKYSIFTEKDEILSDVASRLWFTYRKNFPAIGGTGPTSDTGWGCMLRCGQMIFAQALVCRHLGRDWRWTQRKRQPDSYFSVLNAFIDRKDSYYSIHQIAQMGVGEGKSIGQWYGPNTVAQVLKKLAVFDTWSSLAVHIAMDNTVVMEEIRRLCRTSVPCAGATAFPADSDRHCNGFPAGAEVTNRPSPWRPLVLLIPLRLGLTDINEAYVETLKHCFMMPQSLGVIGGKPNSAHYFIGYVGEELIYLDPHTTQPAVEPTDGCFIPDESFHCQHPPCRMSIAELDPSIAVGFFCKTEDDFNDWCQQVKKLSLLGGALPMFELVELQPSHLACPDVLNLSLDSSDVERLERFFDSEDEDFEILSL
GRIN3A LBD mod: modulates the human NR3A ligand-binding domain | NR3A LBD differential scanning fluorimetry, Tm shift; 0% = protein alone, 100% = glycine-bound protein | Tm shift relative to glycine control, % at 25 µM | 340,000 tested, 2.5% active;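 active = melting temperature shift of at least 10% of the positive control shift, at one fixed dose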
An asterisk follows results filed as active; / = not tested or not shown.

entry | compound | MPTP inh | SENP7 block | HKDC1 inh | SENP6 block
1 | Cc1ccc(OCC(=O)Nc2ccc(CN3CCCCC3)cc2)c(C)c1 | -1.1 | -3 | -4 | -5
2 | O=C(CC1SC(=Nc2ccc(O)cc2)NC1=O)Nc1ccccc1 (stereo not drawn) | 1.4 | 2 | 7 | -16
3 | S=C1NC2=C(CCC/C2=C\c2ccc(Cl)cc2)C(c2ccc(Cl)cc2)N1 (stereo not drawn) | 0.0 | 0 | -6 | -27
4 | CC1CC(C)CN(CCOCCSc2ccccc2)C1 (stereo not drawn) | -0.1 | 5 | 4 | -14
5 | COc1ccccc1CNC(=O)N1CCN(S(=O)(=O)c2ccc(C)cc2)CC1 | -1.5 | -8 | -6 | -27
6 | CCC(C)[C@H](NC(=O)[C@@H]1Cc2ccccc2CN1)C(=O)Nc1ccc2c(c1)OCO2 (stereo partly drawn) | 1.4 | -9 | 2 | -20
7 | O=C(COc1ccccc1)N(CCc1ccccc1)c1nc(-c2ccc(F)cc2)cs1 | 5.1 | -7 | 1 | -9
8 | Cc1c(C)n(C(=O)CN2CCN(c3ccccn3)CC2)c2ccccc12 | -1.8 | -1 | -2 | -13
9 | CC(OC(=O)CCN=C1NS(=O)(=O)c2ccccc21)C(=O)Nc1ccc(S(N)(=O)=O)cc1 (stereo not drawn) | -1.2 | -10 | -3 | -15
10 | Cc1ccccc1C(=O)NC(CC(C)C)C(=O)Nc1ccc(F)c([N+](=O)[O-])c1 (stereo not drawn) | 0.1 | -4 | -9 | -3

entry | PfGluPho inh | SENP8 block | ATG4B inhibitor | GRIN3A LBD mod
1 | -9 | 6 | 5 | -1
2 | -19 | 22 | 4 | -1
3 | 50 | -19 | -6 | 6
4 | -25 | 15 | 15 | -2
5 | -18 | 9 | -1 | 0
6 | 0 | 12 | 4 | -1
7 | 2 | 4 | -7 | 2
8 | 9 | -11 | -5 | 1
9 | -1 | 9 | -11 | 1
10 | -11 | 7 | 7 | -5

Record cards, as listed above.
Listed for Cc1c(C)n(C(=O)CN2CCN(c3ccccn3)CC2)c2ccccc12 → MPTP inh: -1.8; SENP7 block: -1; HKDC1 inh: -2; SENP6 block: -13; PfGluPho inh: 9; SENP8 block: -11; ATG4B inhibitor: -5; GRIN3A LBD mod: 1
Listed for CC1CC(C)CN(CCOCCSc2ccccc2)C1 (stereo not drawn) → MPTP inh: -0.1; SENP7 block: 5; HKDC1 inh: 4; SENP6 block: -14; PfGluPho inh: -25; SENP8 block: 15; ATG4B inhibitor: 15; GRIN3A LBD mod: -2

Part of the list above in another layout.
Value order – MPTP inh, SENP7 block, HKDC1 inh, SENP6 block, PfGluPho inh, SENP8 block, ATG4B inhibitor, GRIN3A LBD mod
(10) Cc1ccccc1C(=O)NC(CC(C)C)C(=O)Nc1ccc(F)c([N+](=O)[O-])c1 (stereo not drawn)
 : 0.1, -4, -9, -3, -11, 7, 7, -5
(3) S=C1NC2=C(CCC/C2=C\c2ccc(Cl)cc2)C(c2ccc(Cl)cc2)N1 (stereo not drawn)
 : 0.0, 0, -6, -27, 50, -19, -6, 6
(9) CC(OC(=O)CCN=C1NS(=O)(=O)c2ccccc21)C(=O)Nc1ccc(S(N)(=O)=O)cc1 (stereo not drawn)
 : -1.2, -10, -3, -15, -1, 9, -11, 1

Back to the main list, repeating the five entries before the break.
entry | compound | MPTP inh | SENP7 block | HKDC1 inh | SENP6 block
6 | CCC(C)[C@H](NC(=O)[C@@H]1Cc2ccccc2CN1)C(=O)Nc1ccc2c(c1)OCO2 (stereo partly drawn) | 1.4 | -9 | 2 | -20
7 | O=C(COc1ccccc1)N(CCc1ccccc1)c1nc(-c2ccc(F)cc2)cs1 | 5.1 | -7 | 1 | -9
8 | Cc1c(C)n(C(=O)CN2CCN(c3ccccn3)CC2)c2ccccc12 | -1.8 | -1 | -2 | -13
9 | CC(OC(=O)CCN=C1NS(=O)(=O)c2ccccc21)C(=O)Nc1ccc(S(N)(=O)=O)cc1 (stereo not drawn) | -1.2 | -10 | -3 | -15
10 | Cc1ccccc1C(=O)NC(CC(C)C)C(=O)Nc1ccc(F)c([N+](=O)[O-])c1 (stereo not drawn) | 0.1 | -4 | -9 | -3
11 | Cc1ccn2cc(CNS(=O)(=O)c3cccs3)nc2c1 | 1.3 | 3 | 2 | 6
12 | N#Cc1ccccc1S(=O)(=O)N1CCN(Cc2c(O)ccc3ccccc23)CC1 | 0.3 | -4 | 14 | -17
13 | OCCC1CN(Cc2ccc(Oc3ncccn3)cc2)CCN1CCc1ccccc1 (stereo not drawn) | 0.2 | 6 | -4 | -15
14 | CCc1ccccc1NC(=O)C1CCCN(c2ncccn2)C1 (stereo not drawn) | -2.0 | 4 | -5 | 12
15 | CCCCC(=O)Nc1cc(C(=O)NCCc2ccccc2)ccc1Cl | -0.5 | -5 | -2 | 7
16 | Oc1sc(C=Nc2ccccc2)c2ccccc12 | 5.1 | 60* | 5 | 28
17 | O=C(c1ccco1)c1cn(CC(=O)N2CCCc3ccccc32)c2ccccc12 | 12 | 13 | -4 | -7
18 | Cc1ccc(S(=O)(=O)N2C(=O)CCC2C(N)=O)cc1 (stereo not drawn) | -0.9 | 5 | 4 | -3
19 | Nc1nc(-c2cccnc2)nc(N2CCCCC2)n1 | -2.4 | 6 | -2 | -4
20 | Cc1c(C=C(C#N)c2ccc([N+](=O)[O-])cc2)c(=O)n(-c2ccccc2)n1C | -2.6 | / | 11 | /

entry | PfGluPho inh | SENP8 block | ATG4B inhibitor | GRIN3A LBD mod
6 | 0 | 12 | 4 | -1
7 | 2 | 4 | -7 | 2
8 | 9 | -11 | -5 | 1
9 | -1 | 9 | -11 | 1
10 | -11 | 7 | 7 | -5
11 | 15 | -28 | 5 | 1
12 | 17 | -4 | -10 | -6
13 | -18 | 8 | 11 | 0
14 | 0 | -61 | -6 | 0
15 | -26 | 11 | -8 | -1
16 | 9 | -252 | -14 | -3
17 | 0 | -62 | 35 | -1
18 | -5 | 27 | 0 | -8
19 | 10 | -2 | -11 | 0
20 | -11 | 30 | 1 | 1

Next part
entry | compound | MPTP inh | SENP7 block | HKDC1 inh | SENP6 block
21 | COc1ccc(/C=N/Nc2ncnc3sc(C)c(C)c23)cc1 | -0.7 | 1 | -6 | -12
22 | Cc1ccc(C2(c3noc(CN4C[C@@H](C)O[C@@H](C)C4)n3)CCCC2)cc1 | -3.8 | 0 | -1 | 0
23 | CSc1ccccc1NC(=O)C1CC(c2ccccc2Cl)=NO1 (stereo not drawn) | -0.2 | 1 | -7 | -3
24 | Cc1cc(Br)ccc1OCCN1CC(C)OC(C)C1 (stereo not drawn) | -0.9 | -1 | -5 | 31
25 | N#Cc1ncc(Cc2ccccc2)nc1C#N | 0.1 | -3 | 4 | 1
26 | COCCNC(=S)N(CCc1c(C)[nH]c2ccc(Cl)cc12)Cc1cccnc1 | 0.9 | 4 | 7 | 0
27 | O=S(=O)(/N=C(/c1ccccc1)N1CCOCC1)c1ccc(F)cc1 | 0.3 | -12 | -5 | -8
28 | COc1ccc(CNC(=O)C(C#N)c2nc3ccccc3nc2N2CCCC2)cc1 (stereo not drawn) | -2.1 | -2 | -5 | 5
29 | Cn1cc(C(=O)N/N=C/c2c(O)ccc3ccccc23)ccc1=O | -0.4 | 0 | -6 | 16
30 | COc1ccc(CC(=O)NCC(=O)N/N=C/c2c[nH]c3ccccc23)cc1 | 0.6 | 5 | -4 | 1

entry | PfGluPho inh | SENP8 block | ATG4B inhibitor | GRIN3A LBD mod
21 | 33 | 4 | -12 | -10
22 | 0 | 8 | 12 | -1
23 | 6 | 12 | 8 | -1
24 | 12 | -2 | 5 | -1
25 | 16 | 7 | 2 | -2
26 | -5 | 4 | 10 | -5
27 | -7 | 8 | 2 | -1
28 | -4 | -472 | -7 | -2
29 | -35 | -31 | 2 | -1
30 | 7 | 6 | -1 | 1

Next part
entry | compound | MPTP inh | SENP7 block | HKDC1 inh | SENP6 block
31 | CCOC(=O)c1cc2c(=O)c3ccccc3oc2nc1C | 0.3 | 58* | -2 | 58*
32 | CCOC(=O)CNC(=O)N1CCC(CCC(=O)N(C)Cc2ccccc2)CC1 | 0.6 | 0 | -6 | 2
33 | COCCn1c(NC(=S)NC(=O)C2CC2)cc(=O)[nH]c1=O | -0.8 | -4 | 1 | -17
34 | Cc1ncc2c(n1)-c1cc(F)ccc1SC2 | 1.2 | -1 | -1 | -14
35 | COc1ccc(OC)c(NC(=O)CCCC(=O)NC2CCCCC2)c1 | 0.0 | 2 | -4 | -3
36 | Cc1[nH]c2ccccc2c1C(=O)CSc1ccc(F)cc1 | 6.8 | -10 | 10 | -15
37 | CCOc1cccc(NC(=O)c2ccc(S(=O)(=O)N3CCCC3)cc2)c1 | -2.5 | -10 | -5 | -19
38 | C=CCSc1nc2c(c(=O)n(C)c(=O)n2C)n1CC | -1.8 | -1 | -7 | -4
39 | O=C(Nc1ccc(F)cc1)Nc1nnc(-c2ccncc2)s1 | 91* | 9 | -5 | -15
40 | CC(C)(C)OC(=O)Nc1ccc([C@H](NC(=O)OC(C)(C)C)C(=O)OC(C)(C)C)cc1 | 3.1 | 6 | -5 | -4

entry | PfGluPho inh | SENP8 block | ATG4B inhibitor | GRIN3A LBD mod
31 | 10 | 7 | 3 | -2
32 | -9 | 33 | 2 | 0
33 | 13 | 18 | 1 | -4
34 | 9 | -118 | 4 | -2
35 | -20 | 9 | 5 | -2
36 | 5 | 22 | 2 | -8
37 | 13 | 11 | -3 | -7
38 | 21 | 6 | 2 | 2
39 | -1 | -282 | -8 | 2
40 | 3 | 10 | 6 | -3

The results go on:
entry | compound | MPTP inh | SENP7 block | HKDC1 inh | SENP6 block
41 | C#CCOCCOCCOCCNc1nc(N2CCN(C(=O)[C@H](CCC(=O)O)n3cc(C(N)CO)nn3)CC2)nc(N2CCN(C(=O)[C@H](Cc3cc4ccccc4[nH]3)n3cc(C(N)[C@H](C)CC)nn3)CC2)n1 (stereo partly drawn) | -1.7 | 6 | -2 | -21
42 | CCOC(=O)[C@@H]1[C@H]2COc3ccc(Br)cc3[C@@H]2N2C(=O)N(c3ccc(Cl)cc3)C(=O)[C@]12C | 2.4 | 1 | 2 | -16
43 | Cc1csc(=O)n1CCC(=O)OCc1nnc(-c2ccc([N+](=O)[O-])cc2)o1 | -1.0 | 3 | -4 | -1
44 | Cc1ccc(CN2CCN(C(=O)c3cccc4ccccc34)CC2)cc1 | -0.2 | 11 | -5 | -11
45 | COc1cccc(NC(=O)CN(C)C(=O)CSc2ncnc3sc(C)c(C)c23)c1 | -0.5 | 0 | 1 | -8
46 | COc1ccc(C(=O)/C=C/Nc2c(C)n(C)n(-c3ccccc3)c2=O)c(OC)c1 | -1.1 | -9 | 7 | -13
47 | CCOC(=O)C1=C(COC(=O)c2ccc(C)c(S(=O)(=O)N3CCOCC3)c2)NC(=O)NC1C (stereo not drawn) | 1.6 | -1 | -3 | -6
48 | COc1ccc(CC(=O)OCC(=O)NCC2CCCO2)cc1OC (stereo not drawn) | 1.1 | 4 | -6 | -17
49 | O=[N+]([O-])c1ccc(S(=O)(=O)N2CCN(Cc3ccco3)CC2)cc1 | 0.3 | -7 | -5 | 5
50 | COc1ccc(C(=O)NCCN2C(=O)S/C(=C\c3cccnc3)C2=O)cc1[N+](=O)[O-] | 0.6 | -6 | -1 | -10
51 | CCc1nn(C(C)C(=O)NCc2cccc(Cl)c2)c(=O)c2cc3occc3n12 (stereo not drawn) | 1.0 | -10 | -1 | 5

entry | PfGluPho inh | SENP8 block | ATG4B inhibitor | GRIN3A LBD mod
41 | -3 | 5 | -14 | 1
42 | 16 | 10 | -1 | -1
43 | 12 | 8 | 6 | 0
44 | -1 | 12 | 0 | -1
45 | 5 | -6 | 16 | -1
46 | -26 | -2 | 0 | -1
47 | 12 | 10 | -2 | -2
48 | -5 | 4 | -4 | 3
49 | 19 | 16 | -11 | -1
50 | 42 | 1 | 28 | -1
51 | -8 | 24 | 7 | -1

Assay outcomes (PubChem)
